KCNQ1 pot: potentiators or activators of KCNQ1 channel, primary screen, cell-based, thallium flux, high-throughput; Potassium voltage-gated channel subfamily KQT member 1 (Homo sapiens), P51787; CHO-K1 KCNQ1, thallium flux FluxOR fluorescence; hits give high values; B-score at 10 µM; 310,000 compounds, 0.35% hits; AID 2648, 2010;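 active = fluorescence ratio B-score, a plate-corrected score, at least three library SD, with initial intensity B-score within 5 SD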
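Doses: Single concentration per compound, DMSO matched to controls | Test system: KCNQ1-transfected CHO-K1 cells | Timing: 90 min dye loading and 20 min compound exposure, both at room temperature | Measured by: Kinetic FluxOR thallium fluorescence, 10-s 1-Hz baseline, 110-s post-stimulus read | Medium: Assay buffer with matched DMSO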
HDAC3 inhib: HDAC3 deacetylase inhibitors, primary screen, biochemical, fluorescence, cell-free homogeneous. inhibition, % at 8.3 µM. 320,000 compounds, 0.15% hits. AID 2718, 2010. Histone deacetylase 3 (Homo sapiens), O15379. recombinant HDAC3, fluorogenic peptide/trypsin coupled; in the data active = inhibition above about 26%, passing the limit was not always enough
Target sequence (O15379 whole entry, looked up): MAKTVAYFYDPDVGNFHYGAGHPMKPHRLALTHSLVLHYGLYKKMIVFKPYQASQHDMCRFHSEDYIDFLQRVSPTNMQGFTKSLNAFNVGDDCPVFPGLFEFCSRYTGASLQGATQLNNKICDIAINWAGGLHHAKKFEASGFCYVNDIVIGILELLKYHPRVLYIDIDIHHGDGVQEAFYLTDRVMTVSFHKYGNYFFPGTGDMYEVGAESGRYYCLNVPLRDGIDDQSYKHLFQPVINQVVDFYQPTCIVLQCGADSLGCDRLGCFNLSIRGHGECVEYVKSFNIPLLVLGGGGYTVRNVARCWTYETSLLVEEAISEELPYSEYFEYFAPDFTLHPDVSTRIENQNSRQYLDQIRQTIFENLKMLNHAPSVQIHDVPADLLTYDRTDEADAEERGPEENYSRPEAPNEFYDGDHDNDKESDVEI
hERG rescue: hERG rescue from dofetilide block, primary screen, cell-based, CHO-hERG, FluxOR thallium flux, dofetilide IC70; AID 1511, 2009; dofetilide IC70 present; 310,000 compounds, 0.51% hits; Voltage-gated inwardly rectifying potassium channel KCNH2 (Homo sapiens), Q12809; activation (rescue from dofetilide block), less the hit threshold, % at 10 µM;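 active = activation above the mean of controls blocked by dofetilide plus 5 SD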;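 note: thallium influx through hERG after potassium depolarization seen as dye fluorescence rise; in these data hits start at about 4.7%; inactives centre near -7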
TMEM16A act: TMEM16A chloride channel activators or potentiators, primary screen, cell-based, HTS. B-score at 10 µM. AID 623877, 2012. 340,000 compounds, 0.3% hits. HEK293 TMEM16A/YFP-H148Q/I152L, iodide quench fluorescence; hits give low values. Anoctamin-1 (Mus musculus), Q8BHY3;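 active = fluorescence-ratio B-score plate-corrected deviation score at least 3 library SD below zero, with starting fluorescence score within 5 deviations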;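 note: channel opened by trigger with iodide after compound preincubation; score built on the fluorescence ratio of max minus min over baseline; more negative score means more quench and so TMEM16A activation or potentiation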
DYRK1A inh: rat Dyrk1A kinase inhibitors, primary screen, biochemical, single point, plate reader | Dual specificity tyrosine-phosphorylation-regulated kinase 1A (Rattus norvegicus), Q63470 | ADP-Glo luminescence, NFATc1 peptide | inhibition, % at 12.5 µM | 310,000 compounds, 0.43% hits | AID 504441, 2011; in the data active = inhibition above about 50%;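 note: plate controls were vehicle with enzyme for no effect and no enzyme for full effect; many of its hits are not listed in these tables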
TRPC4 agonist: activators of mouse TRPC4 channel, primary screen, Fluo4 calcium, HEK293 TRPC4beta/mu-opioid cells; Fluo4 calcium fluorescence; hits give high values; B-score at 10 µM; 310,000 compounds, 0.49% hits; AID 2237, 2010;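 active = B-score above 5 SD of library B-scores, and initial fluorescence ratio not above library mean plus 5 SD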;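 note: positive B-score marks a calcium rise read as TRPC4 activation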
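Incubation: 45 min room-temperature Fluo4 loading, 110 s read / System: HEK293 cells stably co-expressing mouse TRPC4beta and mu-opioid receptor / Signal: Fluo4 fluorescence, kinetic / Control set: buffer (low) and maximal DAMGO (high) / Measure: integrated baseline-normalised fluorescence ratio, converted to per-well B score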
KCNK9 inh: KCNK9 potassium channel inhibitors, primary screen, HEK293 cells, thallium flux | AID 488922, 2010 | Potassium channel subfamily K member 9 (Homo sapiens), Q9NPC2 | FluxOR thallium flux fluorescence; hits give low values | B-score at 10 µM | 310,000 compounds, 1.2% hits;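 active = ratio B-score over 3 SD below the library mean, with starting fluorescence within 5 SD of its mean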;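 note: negative B-score means less thallium flux so channel inhibition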
KCNQ1 inh: inhibitors of human KCNQ1 channel, primary screen, cell-based, thallium flux, high-throughput. CHO-K1 KCNQ1, FluxOR thallium flux fluorescence; hits give high values. AID 2642, 2010. B-score at 10 µM. 310,000 compounds, 1.3% hits;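 active = compounds whose thallium flux B-score, printed positive for inhibition, exceeds three library SD while starting fluorescence stays within three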;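 note: channel opened by potassium depolarization with thallium stimulus after 20 min compound exposure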
TRPC4 PAM: positive allosteric modulators of TRPC4, primary screen, cell-based, mouse TRPC4beta, HEK293 mu-opioid, Fluo-4 calcium. Short transient receptor potential channel 4 (Mus musculus), Q9QUQ5. DAMGO EC20, Fluo-4 Ca2+ flux; hits give high values. B-score at 10 µM. 310,000 compounds, 0.42% hits. AID 2227, 2009;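 active = B-score of calcium response area above 5 SD of library B-scores, with initial fluorescence ratio within 5 SD of library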;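 note: B-score of integrated fluorescence ratio over time as area under calcium response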
ANO1 block: TMEM16A chloride channel inhibitors, primary screen, cell-based, HTS. Anoctamin-1 (Mus musculus), Q8BHY3. HEK293 TMEM16A/YFP iodide influx fluorescence, ionomycin. normalized B-score (activity score, 25-100; higher = stronger inhibition) at 10 µM. 310,000 compounds, 1.2% hits. AID 588511, 2011;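 active = ratio plate-corrected score three or more library SD toward inhibition, starting fluorescence score within five deviations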;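 note: score derived from kinetic fluorescence span divided by baseline fluorescence per well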
KCNK3 inh: human KCNK3 channel inhibitors, primary screen, CHO cells, FluxOR thallium flux, B-score; Potassium channel subfamily K member 3 (Homo sapiens), O14649; FluxOR fluorescence; hits give low values; B-score at 10 µM; 340,000 compounds, 0.84% hits; AID 602410, 2012;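 active = B-score under library mean minus 4 SD, starting fluorescence ratio at most library mean plus 5 SD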;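 note: more negative B-score means stronger inhibition of thallium flux through KCNK3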
Target sequence (O14649 whole entry, looked up): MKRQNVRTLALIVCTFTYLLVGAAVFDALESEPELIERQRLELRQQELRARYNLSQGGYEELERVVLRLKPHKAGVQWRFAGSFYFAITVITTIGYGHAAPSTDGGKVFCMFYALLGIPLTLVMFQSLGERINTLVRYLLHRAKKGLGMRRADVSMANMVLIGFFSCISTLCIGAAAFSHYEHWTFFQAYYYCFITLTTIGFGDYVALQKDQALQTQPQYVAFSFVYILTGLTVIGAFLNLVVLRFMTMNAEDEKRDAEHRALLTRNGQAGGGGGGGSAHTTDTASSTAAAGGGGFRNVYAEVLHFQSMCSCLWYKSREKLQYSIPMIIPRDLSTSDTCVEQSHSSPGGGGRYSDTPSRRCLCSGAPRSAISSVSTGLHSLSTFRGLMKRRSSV
The depositor's hits bear a star; i = inactive; · = not tested or not shown. An excerpt. The share of hits here may be higher or lower than overall.

SMILES	KCNQ1 pot	HDAC3 inhib	hERG rescue	TMEM16A act	DYRK1A inh	TRPC4 agonist	KCNK9 inh	KCNQ1 inh	TRPC4 PAM	ANO1 block	KCNK3 inh
O=c1cc(N2CCN(c3cccc(Cl)c3)CC2)[nH]c(=O)n1C1CCCCC1	i	-3.5	-3.0	i	3.0	i	i	i	i	i	i
CCn1c2ccccc2c2cc(NC(=O)COC(=O)C3CCC(=O)N3)ccc21 (stereo not drawn)	i	-2.7	-3.9	i	13.0	i	i	i	i	i	i
Cc1cc2nc(-c3ccco3)cc(C(F)(F)F)n2n1	i	-1.3	-14.4	i	-5.8	i	i	i	i	i	i
CCOC(=O)C1(Cc2ccccc2)CCN(Cc2ccc3c(c2)OCCO3)CC1	i	10.0	-18.0	i	2.7	i	i	i	i	i	i
CCOC(=O)C(=O)Nc1cc(C(=O)OC)cc(C(=O)OC)c1	i	12.0	-6.5	i	1.9	i	i	i	i	i	i
Cn1c(N)c(C(=O)COC(=O)c2ccco2)c(=O)n(C)c1=O	i	4.2	-1.0	i	0.4	i	i	i	i	i	i
CCOC(=O)C1CCCN(C(=O)CNS(=O)(=O)c2ccc(Br)s2)C1 (stereo not drawn)	i	-5.0	-7.8	i	11.1	i	i	i	i	i	i
COc1ccc(-c2nc(CS(=O)(=O)CC(=O)Nc3cccc(C(C)=O)c3)c(C)o2)cc1	i	10.1	-5.8	i	-3.1	i	i	i	i	i	i
Cc1ccc2cc(COC(=O)c3ccco3)c(=O)[nH]c2c1	i	4.0	-0.4	i	4.7	i	i	i	i	i	i
CC(C)NC(=O)COC(=O)/C=C/c1ccco1	i	-8.7	-3.7	i	-1.7	i	i	i	i	i	i
CCOCc1nnc(NC(=O)c2cccs2)s1	i	0.8	-4.9	i	-3.6	i	i	i	i	i	i
COC(=O)C(CCSC)NS(=O)(=O)c1ccc(Cl)cc1 (stereo not drawn)	i	-1.9	-11.1	i	-18.2	i	i	i	i	i	i
COc1ccc(N2CCN(CCCNC(=O)C(=O)c3c(C)[nH]c4ccccc34)CC2)cc1	i	3.7	-9.4	i	-1.0	i	i	i	i	i	i
COCCNC(=O)c1ccccc1N(Cc1ccccc1)S(=O)(=O)c1ccc(C)cc1	i	-0.3	-3.5	i	-0.2	i	i	i	i	i	i
CCN1C(=O)[C@H]2[C@@H](c3ccc(-c4ccc(Cl)c(Cl)c4)cc3)N[C@@](Cc3ccccc3)(C(=O)OC)[C@H]2C1=O	i	0.9	-12.1	i	5.1	i	i	i	i	i	i
CC(C)[C@H](N)C(=O)NC[C@H](CC(=O)NC[C@H]1CC[C@H](C(=O)O)CC1)c1ccc(Cl)cc1	i	-3.6	-4.2	i	-1.5	i	i	i	i	i	i
O=C(CCN1CCN(CCO)CC1)Nc1ccc(C2CCCC2)cc1	i	-10.8	-5.3	i	1.9	i	i	i	i	i	i
CCSc1nc2c(c(=O)[nH]c(=O)n2C)n1Cc1ccc(Cl)cc1	·	2.8	·	i	1.4	·	·	·	·	i	i
COc1ccc(/C=N/NC(=O)c2cccc(NC(=O)c3ccc(Cl)cc3)c2)c(OC)c1	i	0.9	-8.9	i	6.4	i	i	i	i	i	i
COc1ccccc1NC(=O)C1CCN(S(C)(=O)=O)CC1	i	-1.1	-3.2	i	·	i	i	i	i	i	i
O=c1n(Cc2ccccc2)nc2n1-c1ccccc1SC2	i	-1.5	-8.4	i	-1.3	i	i	i	i	i	i
CC(NC(=O)c1ccnn1C)C1CCCO1 (stereo not drawn)	i	-1.3	-7.9	i	0.2	i	i	i	i	i	i
Cc1ccccc1CN1CCN(S(=O)(=O)c2cccc3nsnc23)CC1	i	-4.7	-6.4	i	2.2	i	i	i	i	i	i
COc1ccc(S(=O)(=O)C(C#N)c2nc3ccccc3nc2N2CCCCC2)cc1 (stereo not drawn)	i	-4.3	-4.2	i	11.4	i	i	i	i	100*	i
O=P(c1cccs1)(c1cccs1)c1cccs1	i	-10.7	-4.1	i	1.9	i	i	i	i	i	i
CNc1nc(SCc2ccccc2)nc(N2CCOCC2)n1	i	-8.1	-5.8	i	6.7	i	i	i	i	i	i
CC1CCN(CC(=O)N2c3ccccc3CC2C)CC1 (stereo not drawn)	i	1.8	-18.4	i	-2.8	i	i	i	i	i	i
CC1CCCC(n2c(=S)[nH]c3ccccc3c2=O)C1C (stereo not drawn)	41*	3.7	0.5	i	·	i	i	i	i	i	i
CCN(CC)S(=O)(=O)c1cc(NC(=O)CCNC(=O)c2ccco2)ccc1C	i	4.5	-2.8	i	8.2	i	i	i	i	i	i
COc1ccc(C2C(C(C)=O)=C(Nc3ccccc3)CC(C)(O)C2C(C)=O)cc1OC (stereo not drawn)	i	3.1	2.8	i	-4.3	i	i	i	i	i	i
C/C(=N\Nc1ccccc1[N+](=O)[O-])c1ccccc1O	i	-4.9	-5.8	i	-0.4	i	i	i	i	i	i
C/C(Cl)=C/Cn1c(SC(C)C)nc2c1c(=O)[nH]c(=O)n2C	·	4.7	·	i	-0.6	·	·	·	·	i	i
CCOc1ccc(S(=O)(=O)c2cn(C)c3cc(OC)c(OC)cc3c2=O)cc1	i	-12.5	-10.7	i	-3.2	i	i	i	i	i	i
Cc1nnc(SCC(=O)NCC(=O)Nc2ccc(F)c(F)c2F)n1Cc1ccccc1	i	3.4	-12.4	i	-3.8	i	i	i	i	i	i
CC(NC(=O)c1cc(COc2ccc3ncccc3c2)on1)c1ccc(F)cc1 (stereo not drawn)	i	0.6	-26.2	i	·	i	i	10*	i	i	i
Cc1occc1-c1nnc(SCC(=O)O)n1-c1ccccc1	i	-16.0	-5.8	i	-1.0	i	i	i	i	i	i
COCCCNC(=O)CN1C(=O)COc2ccc(S(=O)(=O)N3CC(C)CC(C)C3)cc21 (stereo not drawn)	i	-3.8	-3.3	i	-5.2	i	i	i	i	i	i
CC(=O)c1ccc(NC(=O)NNS(=O)(=O)c2ccc(F)cc2)cc1	i	·	-10.6	i	·	i	i	i	i	i	i
CNC(=O)COC(=O)c1[nH]c(C)c(C(C)=O)c1C	i	-13.7	-10.8	i	11.4	i	i	i	i	i	i
Cc1cc(C(=O)NNS(=O)(=O)c2ccc(C(C)(C)C)cc2)nn1C(C)(C)C	i	4.1	-11.2	i	2.3	i	i	i	i	i	i
CCc1ccc(N2C(=O)C3C4C=CC(CC4)C3C2=O)cc1 (stereo not drawn)	i	-10.8	-4.0	i	0.9	i	i	i	i	i	i
COC(=O)c1ccc(-c2ccco2)n1Cc1cccc(C)c1	i	2.0	-16.0	i	-2.7	i	i	i	i	i	i
COc1ccccc1N(CC(=O)Nc1c(C)n(C)n(-c2ccccc2)c1=O)S(=O)(=O)c1ccc(C)cc1	i	4.5	-3.5	i	2.8	i	i	i	i	i	i
CCOC(=O)c1c(C)[nH]c(C)c1S(=O)(=O)N(C)CC(=O)Nc1cccc(C)c1	i	1.2	-4.8	i	-0.9	i	i	i	i	i	i
O=C1NC(=Nc2ccc(F)cc2)CS1	i	-4.0	-10.3	i	1.8	i	i	i	i	i	i
O=C(CCl)Nc1cccc(Oc2cnccn2)c1	i	-10.8	-1.4	i	2.9	i	i	i	i	i	i
O=C(CN1C(=O)CCS(=O)(=O)c2ccccc21)NCc1ccccc1	i	0.8	-8.4	i	-4.2	i	i	i	i	i	i
Cc1ccc(S(=O)(=O)NCC(=O)N(CC(=O)NCC2CCCO2)C2CCCC2)cc1 (stereo not drawn)	i	2.9	-8.8	i	1.8	i	i	i	i	i	i
COC(=O)C1=C(N)OC2=C(C(=O)CCC2)C1c1cccnc1 (stereo not drawn)	i	-6.6	-7.6	i	3.9	i	i	i	i	i	i
CCOc1ccc(C(=O)Nc2nnc(C)s2)cc1OCC	i	-9.8	-15.5	i	-4.7	i	i	i	i	i	i
CCOC(=O)N1CCN(c2c(NCCc3ccc(OCC)c(OCC)c3)c(=O)c2=O)CC1	i	-1.4	-7.1	i	0.8	i	i	i	i	i	i
Cc1ccc(C(=O)N2CCCC(C(=O)Nc3cccc(-c4ccc(F)cc4)c3)C2)cn1 (stereo not drawn)	i	-6.8	-15.6	i	0.9	i	i	i	i	i	i
CC1(C)Cc2nc(N3CCOCC3)c(C#N)cc2CO1	i	-29.1	-3.2	i	-0.8	i	i	i	i	i	i
Cc1cc(Cl)ccc1NC(=S)Nc1ccccn1	i	·	-4.4	i	0.7	i	i	i	i	·	i
CCN(CC)C(=O)COc1ccc2c(-c3ccc(OC)cc3)cc(=O)oc2c1	i	-4.8	-6.0	i	1.7	i	i	i	i	i	i
CCOC(=O)CN1C(=O)C(O)(CC(=O)c2ccco2)c2ccccc21 (stereo not drawn)	i	0.7	1.6	i	-6.4	i	i	i	i	i	i
COc1ccc(C(=O)NC(Cc2ccc(OC(=O)c3ccc(OC)cc3)cc2)C(=O)O)cc1 (stereo not drawn)	i	0.7	-12.9	i	2.1	i	i	i	i	i	i
CCCCN(C(=O)c1ccc(S(=O)(=O)N2CCCCC2)cc1)C1CCS(=O)(=O)C1 (stereo not drawn)	i	·	-2.5	i	-7.5	i	i	i	i	·	i
Cc1ccc(C(=O)NCc2ccc3c(c2)OCO3)c(C)c1	i	1.5	-0.2	i	-4.7	i	i	i	i	i	i

Screens: PubChem, several laboratories
